# Screens deposited in PubChem BioAssay by National Center for Advancing Translational Sciences (NCATS).
# 12-LOX inh: blocks human arachidonate 12S-lipoxygenase; P18054; purified 12hLO, xylenol orange hydroperoxide absorbance; Potency, µM (titrated, usually from 108 µM), inactives show at the top dose activity change, negative = inhibition, actives largely listed as inhibitors; actives 1.1% (n = 580,000); active = well fitted inhibition curve with a large enough effect; inconclusive = small, poorly fitted or top-dose-only effect, or another doubt; inactive = no such curve, though single readings can be large or run the other way
# Target sequence (P18054 whole entry, looked up): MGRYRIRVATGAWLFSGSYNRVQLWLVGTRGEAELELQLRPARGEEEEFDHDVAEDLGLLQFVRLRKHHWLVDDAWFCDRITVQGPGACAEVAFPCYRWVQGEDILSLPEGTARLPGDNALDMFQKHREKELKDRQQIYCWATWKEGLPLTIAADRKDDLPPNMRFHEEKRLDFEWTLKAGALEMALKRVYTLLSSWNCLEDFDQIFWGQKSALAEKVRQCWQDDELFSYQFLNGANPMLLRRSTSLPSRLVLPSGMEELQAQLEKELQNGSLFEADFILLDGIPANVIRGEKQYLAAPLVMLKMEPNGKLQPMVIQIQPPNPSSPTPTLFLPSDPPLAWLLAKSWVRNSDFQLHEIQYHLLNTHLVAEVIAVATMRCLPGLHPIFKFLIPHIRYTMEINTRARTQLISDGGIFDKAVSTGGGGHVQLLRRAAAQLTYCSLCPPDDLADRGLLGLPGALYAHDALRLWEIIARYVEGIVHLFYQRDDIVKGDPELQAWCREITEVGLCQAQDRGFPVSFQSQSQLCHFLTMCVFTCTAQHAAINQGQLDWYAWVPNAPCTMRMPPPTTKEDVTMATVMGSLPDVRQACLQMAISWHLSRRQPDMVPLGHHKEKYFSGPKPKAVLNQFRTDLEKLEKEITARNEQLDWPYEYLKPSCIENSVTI
#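 Purified human 12hLO at 150 nM in 25 mM Hepes, 0.01% Triton X-100, pH 7.0, preincubated 15 min at room temperature with compound. Reaction started with 40 uM arachidonic acid, 30 min at room temperature. Hydroperoxide measured by Fe-xylenol orange, 573/405 nm absorbance ratio.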
# Numbers without * were called inactive; ? = inconclusive; [ ] = another dose, or the depositor's remark. % is scaled to controls: 0 for no effect and ±100 for the full control effect; potency is read from the fitted curve at half-maximal effect. These rows are one share of the data; rates above refer to the full screens.
item	SMILES	12-LOX inh
1	COc1ccc(CCNC(=O)CCc2c(C)nn(CC(C)C)c2C)cc1OC	5.1%
2	CN1C(=O)[C@H]2CN(Cc3cn[nH]c3-c3cccc(Br)c3)C[C@H]2C1=O	8.0%
3	CCCCn1c(CCC(=O)Nc2cccc(C)c2C)nc2c1c(=O)[nH]c(=O)n2CCC	?
4	O=C(COc1ccccc1)Nc1nn2cc(-c3ccccc3)nc2s1	?
5	CCc1ccc2oc(C(=O)NCC(c3cccs3)N3CCCC3)cc(=O)c2c1 (stereo not drawn)	?
6	C[C@H]1[C@@H](NS(=O)(=O)c2ccccc2)CC[C@@]23CCCN2C(=O)CCC[C@@H]13	11.6%
7	Fc1ccc(-c2cnc(CSc3nnc(N4CCCC4)s3)o2)cc1	-20.9%
8	Cc1ccc(-c2ccc(CCC(=O)Nc3nnc(C)s3)o2)cc1	50.2%[activator]
9	O=C(c1ccccc1Cl)N1C[C@@H](CO)[C@H](c2ccncc2)C1	14.9%
10	CCOc1ccccc1NC(=O)N1CCCCCCN(C)C(=O)CC1	33.9%[activator]
11	CC(=O)c1ccc(NC(=O)[C@@]2(CC(=O)O)CC(c3ccc(C)cc3)=NO2)cc1	-23.3%
12	CNc1cc(C)nc(N2CCN(Cc3ccc(C)cc3)C(CCO)C2)n1 (stereo not drawn)	11.3%
13	O=C(NCC1CC1)c1cccc(OC2CN(C3CCCCC3)C2)c1	23.9%
14	O=C(CCC(F)(F)F)N1CCCC(CCc2c(F)cccc2F)C1 (stereo not drawn)	12.8%
15	COCC(=O)N1CCN(C(=O)NC(C)C)C[C@H]1C(=O)N[C@H](Cc1cccnc1)C(=O)OC	1.9%
16	COC(=O)[C@]12C[C@H](CC(=O)N3CCC(c4ccccc4)CC3)C(=O)N(Cc3ccccc3)C1=C[C@H](C1CCCC1)O[C@@H]2C	-17.8%
17	CCc1noc([C@@H]2CC(F)(F)CN2C(=O)CCn2cc(C)cn2)n1	37.0%[activator]
18	CC(C)CNC(=O)N1CCc2nc(OCC3CC3)ccc2C1	14.8%
19	O=C(NC1CC1)C1CCc2nnc(-c3ccc(Cl)cc3Cl)n21 (stereo not drawn)	2.1%[6.33 µM]
20	CC[C@H]1CN(C(=O)Nc2cccc(OC)c2)CC[C@H]1CC(=O)N(C)CC#N	1.3%[176 µM]
21	O=C(Nc1ccc(-c2nnc3n2CCCCC3)cc1)c1n[nH]c(=O)c2ccccc12	4.3%
22	COc1ccccc1C1CN(CCNC(=O)c2cscn2)Cc2ccccc2O1 (stereo not drawn)	8.1%
23	O=[S+]([O-])(Nc1ccccc1)c1ccc2c(c1)OCCN(CC1CC1)C2	-21.7%[176 µM]
24	CC(C)NC(=O)N1CC(C(=O)NCC2CC2)CC(c2ccccc2)C1 (stereo not drawn)	46.1%[activator]
25	COc1ccc(C)cc1NC(=O)N1c2ccccc2CC1c1nc(C2CC2)no1 (stereo not drawn)	12.6%
26	COC[C@@H]1CCCN1CCC(=O)Nc1ccc(C(=O)OC)cc1	46.1%[activator]
27	CCc1ccc(N2CC(c3noc(-c4ccc(C)nc4)n3)CC2=O)cc1 (stereo not drawn)	24.4%
28	COC(=O)C1(NC(=O)COc2cccc(F)c2)CCCCC1	-2.6%
29	Cc1oc(-c2ccccc2)nc1C(=O)OC(C)C(=O)N(C)C1CCCCC1 (stereo not drawn)	-4.3%
30	CC(C)(CO)CNC(=O)c1cnc2c(c1)N([S+](=O)([O-])c1cccnc1)CCC2	41.1%[activator][176 µM]

# Five compounds out of the list, sorted by SMILES length, smallest number first.
item	SMILES	12-LOX inh
28	COC(=O)C1(NC(=O)COc2cccc(F)c2)CCCCC1	-2.6%
10	CCOc1ccccc1NC(=O)N1CCCCCCN(C)C(=O)CC1	33.9%[activator]
19	O=C(NC1CC1)C1CCc2nnc(-c3ccc(Cl)cc3Cl)n21 (stereo not drawn)	2.1%[6.33 µM]
24	CC(C)NC(=O)N1CC(C(=O)NCC2CC2)CC(c2ccccc2)C1 (stereo not drawn)	46.1%[activator]
9	O=C(c1ccccc1Cl)N1C[C@@H](CO)[C@H](c2ccncc2)C1	14.9%

# (list continues)
item	SMILES	12-LOX inh
31	O=[S+]([O-])(c1cccs1)N1CCc2nc(C3CC3)nc(-c3ccc(Cl)cc3)c2CC1	25.4%
32	CN1C(=O)c2cccn2CC1CNC(=O)CCc1nc2ccccc2s1 (stereo not drawn)	21.2%
33	COc1ccc(NC(=O)Cc2nc(-c3ccccc3)oc2C)c(OC)c1	?
34	CCOc1ccc(C(=O)OCC(=O)NC(N)=O)cc1OCC	-3.5%
35	O=C1N(Cc2ccccc2F)CCOC12CCN(Cc1ccccc1)CC2	-30.5%[176 µM]
36	Cc1cc(C2=NNC(=NC3CC3)SC2)c(C)n1C1CC1	?
37	Cc1c(C(=O)N2C[C@@H](CN(C)C)C[C@H](CO)C2)n(C)c2c(C)cccc12	12.3%
38	O=C(NCc1nc(-c2ncccn2)no1)c1csc(-c2cccs2)n1	-28.1%
39	Cc1ccc(N2CC(C(=O)Nc3nnc(C4CC4)s3)CC2=O)cc1F (stereo not drawn)	-6.0%
40	Cc1ccnc(SC(C(=O)O)c2ccccc2)n1 (stereo not drawn)	-5.8%
41	C[C@@H]1CN(c2nc(-c3ccccc3)no2)CC[C@@]1(O)C1CCC1	-6.7%
42	O=C(CC1CC2CCC1C2)NCC12CC3CC(CC(C3)C1)C2 (stereo not drawn)	3.4%
43	Cc1cc(C(=O)N2CCCC(c3nn[nH]n3)C2)nn1C (stereo not drawn)	?
44	O=C(c1cnco1)N1CC(F)(F)C[C@H]1c1nc(-c2ccccc2)no1	14.8%
45	CC(=O)c1c(C)n(-c2ccc(C)cc2C)c2ccc(OCC(N)=O)cc12	-33.7%
46	CC(C)c1ccc(N2CC(C(=O)N(C)Cc3cc(C(C)C)on3)CC2=O)cc1 (stereo not drawn)	4.7%
47	COc1ncccc1-c1cnc2n[nH]c(-c3ccccc3C)c2n1	5.3%[176 µM]
48	CCn1ccnc1CN1CCCC(CNC(=O)c2cccc(OC)c2OC)C1 (stereo not drawn)	41.0%[activator]
49	CCN1C(=O)C2CC3(CCN(S(=O)(=O)c4cnn(CC)c4)CC3)CN2C1=O (stereo not drawn)	43.0%[activator]
50	COc1ccc(OCCSC2=NCC(C)(C)CN2)cc1	35.5µM*
51	COc1ccc(-c2ccnc3nc(C4CCC4)nn23)cc1OC	21.4%
52	COC(=O)[C@@H]1Cc2c([nH]c3ccccc23)[C@H]2C[C@@H](NCCNC(C)=O)C[C@@H](c3ccccc3)N21	21.3%
53	Cc1csc(NC(=O)[C@@H]2CCC[C@@H](NC(=O)c3ccccc3)CN(C)C(=O)C2)n1	56.7%[activator][176 µM]
54	COCC1CN(C(C)=O)CC12CCN(Cc1cccc(OC)c1)CC2 (stereo not drawn)	41.2%[activator]
55	COc1ccccc1-c1nc(C#N)c(NCc2ccccc2)o1	11.7%
56	CC(C)(O)CCc1cccc(C(=O)N2CCC(CCn3cccn3)CC2)c1	23.4%
57	c1cncc(-c2cncnc2-n2ccnc2)c1	7.94µM*
58	CN(C)C(=O)c1ccc2c(c1)N(C)C(CC(=O)NC1(CO)CCCCC1)CO2 (stereo not drawn)	19.6%
59	CCCCC(=O)NC(Nc1ccccc1F)(C(F)(F)F)C(F)(F)F	13.5%
60	CC[C@H]1CN(S(=O)(=O)c2ccccc2)CC[C@H]1CC(=O)NCc1cccnc1	22.1%[176 µM]

# Further compounds.
item	SMILES	12-LOX inh
61	NC(=O)[C@H](CC1CCCCC1)NC(=O)[C@@H]1CN(C(=O)Nc2ccccc2)CCN1S(=O)(=O)c1ccccc1	9.3%
62	O=C(O)COc1ccc(-c2nccc3c2C(=O)N(Cc2c[nH]c4ccccc24)CC(COc2cccc(N4CCOCC4)c2)O3)cc1 (stereo not drawn)	-0.8%
63	CC#CCN1C(=O)NC(CCc2ccccc2)(C2CCN(Cc3ccccc3-c3ccco3)CC2)C1=O (stereo not drawn)	?
64	O=S(=O)(NC1=NCCC1)c1cccc(NS(=O)(=O)c2cccc(Br)c2)c1	19.9%
65	Cc1cc(C)c(C)c(SC(C)C(N)=O)c1C (stereo not drawn)	0.0%
66	COc1ccc(OCC2CN(Cc3ccccc3)S(=O)(=O)CCO2)cc1 (stereo not drawn)	?
67	COC(=O)c1[nH]c2cc(OC)ccc2c1NC(=O)CN1CCCC(C)(C)C1	-17.4%
68	Cc1cccc(C(=O)N2CCC(c3n[nH]c(=O)n3-c3ccccc3)CC2)c1	6.1%
69	CC(C)CCN1CCC2(CC1)Cc1ccccc1NC2=O	41.4%[176 µM]
70	COCCCNC(=O)C1CCN(C(=O)N2CC3CC(C2)[C@H]2CCCC(=O)N2C3)CC1 (stereo partly drawn)	46.8%[activator]
71	CC(C)NC(=O)C(=O)N1CCN(c2nc(-c3ccco3)c3c(c2C#N)CCCC3)CC1	?
72	CCN(CC)C(=O)CN1CCN(c2nc(C)c3c(c2C#N)CC(C)(C)OC3)CC1	-7.7%
73	COC(=O)CC[C@H]1CNC(=O)[C@@H]2[C@@H](CCN2Cc2nc3ccccc3n2C)N1C	31.6%[activator][176 µM]
74	NC(=O)CO[C@@H]1CO[C@H]2[C@@H]1OC[C@@H]2NC(=S)NC1CCCCC1	?
75	CCOc1ccc2nc(N3CCC(C(=O)NCCc4ccc(OC)cc4OC)CC3)sc2c1	?
76	COCc1nc(CCNC(=O)c2ccc(OC)cc2)no1	13.0%
77	O=C(NCCC1CCN(C(=O)Nc2ccccc2F)CC1)c1ccccc1F	0.3%
78	COc1cc(NC(=O)Cn2c3c(c(=O)n2-c2ccccc2)Cc2cc(Cl)ccc2O3)cc(OC)c1	-8.2%
79	O=C1NCCN(C(=O)Cn2ncc3ccccc3c2=O)C1Cc1cnc[nH]1 (stereo not drawn)	-5.3%
80	COC(=O)c1cccc(N2C(=O)C[C@](Sc3ccc(OC)cc3)(C(=O)N(C)C)[C@H]2c2ccc(OC)cc2)c1	?
81	N#Cc1cccc(C(=O)N2CC(COc3ccccc3)C3(C2)CN(c2ccccc2)C3)c1 (stereo not drawn)	-14.0%[176 µM]
82	Cc1ccc(CCNC(=O)c2cc3c(N4CCSCC4)nc(C)cn3n2)cc1	-9.0%
83	CC(C(=O)N(C)C)N1CCc2onc(C(c3ccccc3)c3ccccc3)c2C1 (stereo not drawn)	7.2%
84	CCCn1nc(C)cc1CN(C)C(=O)[C@@H]1CN(C(C)=O)C[C@H]1c1nc(C)no1	31.2%[activator]
85	CCCS(=O)(=O)NCc1cccc(COC(C)(C)C)c1	2.4%
86	CN(Cc1ccc(F)cc1)S(=O)(=O)c1cccc2nsnc12	55.9%[activator]
87	COc1cccc(N2CCN(c3ccc(NC(=O)c4ccc(C)cc4)cc3C(=O)O)CC2)c1	?
88	O=C(CN1CCN(c2nccs2)CC1)NCc1ccccc1F	14.2%
89	O=C(O)C[C@@H]1CCN(C(=O)c2ccnc(Cl)c2)C[C@@H]1CCN1CCN(c2cccc(C(F)(F)F)c2)CC1	5.4%
90	Cc1cccc(NC(=O)N2CCC(N3CCN(Cc4ccccn4)C(=O)C3=O)CC2)c1C	52.3%[activator]

# Next structures.
item	SMILES	12-LOX inh
91	CCCCNC(=O)Cn1c(=O)c2c(ncn2CC(C)C)n(CC(C)C)c1=O	-27.3%
92	O=C(c1ccncc1)N1CCC(N2C(=O)C3(CCCC3)C2c2ccccc2)CC1 (stereo not drawn)	-3.8%
93	CCCCOCCCNC(=O)CCSc1ccccc1	-3.2%
94	COc1cccc(C(=O)Oc2ccc(F)cc2C(=O)/C=C/c2ccc(F)cc2)c1	-14.2%
95	Cc1ccc(-c2ccc3nnc(CNC(=O)C4CCCC4)n3n2)cc1C	-14.6%
96	Cc1cc2oc(=O)cc(CN3CCN(c4ccccc4O)CC3)c2cc1Cl	?
97	Cn1cccc1CN1CC(N2CCc3ccccc32)C1	3.9%[12.5 µM]
98	COc1ccc(/C=C/S(=O)(=O)NCCc2ccccc2)c(CNC(=O)OC(C)(C)C)c1	11.1%
99	CSCCC(NC(=O)Cc1ccc2c(c1)CCCC2)c1nc2ccccc2[nH]1 (stereo not drawn)	-7.1%
100	COc1ccc(C(=O)N[C@@H]2CCC[C@@H]2C(=O)NCCCN2CCOCC2)cc1	37.6%[activator]
101	CC(C)Oc1ccc(C(=O)NC2CCN(c3cnn(CC4CC4)c(=O)c3)CC2)cc1	30.6%
102	COCCNC(=O)CC[C@]12CC[C@](C)(O)C[C@H]1C(C)(C)C[C@@H]2NC(=O)c1ccc(C(F)(F)F)cc1	52.9%[activator]
103	O=C(O)C[C@@H]1CCN(C(=O)c2ccco2)C[C@@H]1CC1=NCCc2ccccc21	5.8%[176 µM]
104	CN(Cc1ccccc1)C(=O)C[C@@H]1CCNC[C@@H]1Cc1cc(COc2ccccc2)on1	-5.3%[176 µM]
105	CCCNC(=O)N1CCCCCNC(=O)[C@@H]2CCCC[C@@H]21	10.2%
106	CCOC(=O)c1cnc(SCc2nc(-c3cccc(C)c3)oc2C)nc1N	6.7%
107	O=C1CC(c2ccccc2)N(C(=O)C2CC2)CCCN(C(=O)CCc2c[nH]c3ccccc23)CCN1 (stereo not drawn)	48.9%[activator]
108	CC(Nc1ccc(C23CC4CC(CC(C4)C2)C3)cc1)C(=O)Nc1cc(C(F)(F)F)ccc1Cl (stereo not drawn)	5.8%
109	O=C(CSc1nc2ccccc2o1)Nc1ccc(F)cc1F	0.2%
110	COc1cccc(NC(=O)CC2CCCN(c3cn[nH]c(=O)c3)C2)c1 (stereo not drawn)	16.3%
111	S=C(NCc1ccc(Cl)cc1)NC1CCCC1	39.8µM*
112	CC(C)CCn1c(SCC(=O)Nc2ccccc2)nc2c1c(=O)[nH]c(=O)n2C	-14.7%
113	NC1CCCCN(C(=O)CCc2n[nH]c3c2CCCC3)C1 (stereo not drawn)	2.3%
114	CN(CCOC(=O)c1ccccc1F)C(C)(C)C	0.1%
